High-throughput results as filed in PubChem BioAssay.
ELG1 genotoxic: qHTS screen for small molecules that induce genotoxicity in human embryonic kidney (HEK293T) cells expressing luciferase-tagged ELG1 | AID 504466, 2011 | 330,000 compounds, 1.3% hits | HEK293T ELG1-luciferase reporter, luminescence, 16 h | Potency, µM (titrated, usually from 46 µM), without a hit: top-dose activity change, positive = activation, actives largely listed as activators; note: potency is the fitted concentration of half-maximal effect; % of control where 0% means no effect; nearly all actives have a fitted effect of over 60% in size
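Cells (2,000/well) expressing the ELG1-luciferase fusion are dosed by pin tool and kept 16 hr at 37 °C, 5% CO2. Signal comes from ONE-Glo luciferase reagent after 30 min at room temperature.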
TRPV1 agonist: HTS Assay for Compounds that Act as Agonists of the Vanilloid Receptor 1 | TRPV1-expressing cells, Fluo-8 calcium influx, agonist mode | 320,000 compounds, 0.19% hits | activation, % at 8.33 µM | Transient receptor potential cation channel subfamily V member 1 (Homo sapiens), Q8NER1; in the data active = activation above about 80%; inconclusive = between about 30% and that limit; note: 0% is about no effect
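Cells expressing TRPV1 were dye-loaded with Fluo-8 and read kinetically: 10 s baseline, 3 min after compound (agonist portion), then 2 min after EC20 capsaicin (allosteric enhancer portion). Calcium-bound dye fluorescence at 480/520 nm.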
PTAP TSG101 blk: qHTS Assay for Iinhibitors of HIV-1 Budding by Blocking the Interaction of PTAP/TSG101. Tumor susceptibility gene 101 protein (Homo sapiens), Q99816. 340,000 tested, under 10 active. Fluorescence polarization, FITC-PTAP peptide / Tsg101 binding. Potency, µM (highest dose often 115 µM), for inactives: at the top dose activity change, negative = inhibition, most hits filed as inhibitors; active = well fitted inhibition curve with a large enough effect in the main read-out, with a control signal flat, not every such curve was filed as active; inconclusive = small, poorly fitted or top-dose-only effect, or effect the other way, or a change in a side signal; inactive = no such curve, though single readings can be large or run the other way; note: potency is the fitted concentration of half-maximal effect; % of control where 0% means no effect
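Fluorescence anisotropy tracks displacement of a FITC-tagged PTAP peptide (50 nM) from the Tsg101 binding domain (10 uM), following a 20 min room-temperature incubation at pH 7.5.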
Eya2 inh: qHTS Assay for Inhibitors of the Phosphatase Activity of Eya2; Protein phosphatase EYA2 (Homo sapiens), O00167; recombinant Eya2, OMFP fluorescence dephosphorylation (OMFP is methylfluorescein phosphate); Potency, µM (series often up to 76.9 µM), inactives show at the top dose activity, negative = inhibition, hits mostly inhibitors; 330,000 compounds, 0.006% hits; AID 488837, 2010; note: potency is the fitted concentration of half-maximal effect; % is set by controls: 0 for no effect and ±100 for the full control effect
Target sequence (O00167 whole entry, looked up): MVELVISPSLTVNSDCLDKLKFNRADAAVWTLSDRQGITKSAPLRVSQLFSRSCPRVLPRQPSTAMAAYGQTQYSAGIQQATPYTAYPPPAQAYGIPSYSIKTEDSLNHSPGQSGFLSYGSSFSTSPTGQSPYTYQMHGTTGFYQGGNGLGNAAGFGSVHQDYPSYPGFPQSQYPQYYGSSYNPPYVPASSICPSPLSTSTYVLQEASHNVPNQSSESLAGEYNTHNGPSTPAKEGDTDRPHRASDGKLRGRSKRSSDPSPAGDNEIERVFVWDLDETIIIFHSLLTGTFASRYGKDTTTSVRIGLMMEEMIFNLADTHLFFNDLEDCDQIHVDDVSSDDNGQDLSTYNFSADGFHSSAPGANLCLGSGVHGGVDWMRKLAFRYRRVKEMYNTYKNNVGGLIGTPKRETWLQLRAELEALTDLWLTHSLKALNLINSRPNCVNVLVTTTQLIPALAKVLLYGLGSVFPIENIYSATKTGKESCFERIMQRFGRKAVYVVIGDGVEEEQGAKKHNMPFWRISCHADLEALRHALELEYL
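Eya2 (0.2 uM) preincubated 10 min at ambient with compound, then OMFP substrate added at 50 uM; 10 min reaction in 50 mM HEPES pH 7.5, 50 mM NaCl, 5 uM MgCl2, 0.05% BSA, 1 mM DTT. Fluorescence read at Ex 485/Em 525 nm.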
p53 reactivation: qHTS assay for re-activators of p53 using a Luc reporter | H1299 p53-A138V BP100-luciferase reporter, luminescence, 24 h | Potency, µM (doses to about 92.2 µM), for inactives: top-dose activity change, positive = activation, hits mostly activators | 320,000 compounds, 0.063% hits | AID 504706, 2011; note: potency is the fitted concentration of half-maximal effect; % of control where 0% means no effect; nearly all actives have a fitted effect of over 45% in size
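H1299 (p53-null), stable ts p53-A138V + BP100-Luc; 1000 cells/well, Opti-MEM/10% FBS; cpd 4 pt, 1:5; 24 h, 37 deg C, 5% CO2; detection reagent 10 min RT; luminescence.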
B2AR arrestin: qHTS assay of beta-arrestin-biased ligands of beta2-adrenergic receptor. Beta-2 adrenergic receptor (Homo sapiens), P07550. beta-arrestin recruitment to beta2AR, cell-based reporter. Potency, µM (titrated, usually from 46.1 µM), for inactives: at the highest dose activation, actives largely listed as activators. 330,000 compounds, 0.02% hits. AID 492947, 2010;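 note: potency is the fitted concentration of half-maximal effect; 0% = DMSO controls and full agonism = EC100 isoproterenol or metaproterenol; nearly all actives have a fitted effect of over 65% in size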
a7 integrin act: qHTS for Activators of Integrin-Mediated Alleviation for Muscular Dystrophy | alpha7betagal myoblasts, beta-gal FDG fluorescence, 48 h | Potency, µM (series often up to 38.3 µM), without a hit: top-dose activation, hits mostly activators | 350,000 compounds, 0.064% hits;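 note: potency is the fitted concentration of half-maximal effect; 100% = response of the positive control SU9516; nearly all actives have a fitted effect of over 60% in size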
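Alpha7betagal+/- myoblasts (passage 13) were plated 16-24 hr, then exposed to compounds (1:260 dilution of DMSO stock) for 48 hours at 37C. After MPER lysis, β-galactosidase reporter activity was read as FDG fluorescence (ex 480/em 540) after 30 minutes.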
ASM inhibitor: Inhibitors of Secretory Acid Sphingomyelinase (S-ASM): qHTS. Sphingomyelin phosphodiesterase (Homo sapiens), P17405. placental ASM, HMU-PC fluorogenic substrate, 60 min. Potency, µM (series often up to 57.5 µM), inactives show at the top dose activity change, negative = inhibition, hits mostly inhibitors. 340,000 compounds, 0.006% hits. AID 504937, 2011; note: potency is the fitted concentration of half-maximal effect
Target sequence (P17405 47-631 limits assumed): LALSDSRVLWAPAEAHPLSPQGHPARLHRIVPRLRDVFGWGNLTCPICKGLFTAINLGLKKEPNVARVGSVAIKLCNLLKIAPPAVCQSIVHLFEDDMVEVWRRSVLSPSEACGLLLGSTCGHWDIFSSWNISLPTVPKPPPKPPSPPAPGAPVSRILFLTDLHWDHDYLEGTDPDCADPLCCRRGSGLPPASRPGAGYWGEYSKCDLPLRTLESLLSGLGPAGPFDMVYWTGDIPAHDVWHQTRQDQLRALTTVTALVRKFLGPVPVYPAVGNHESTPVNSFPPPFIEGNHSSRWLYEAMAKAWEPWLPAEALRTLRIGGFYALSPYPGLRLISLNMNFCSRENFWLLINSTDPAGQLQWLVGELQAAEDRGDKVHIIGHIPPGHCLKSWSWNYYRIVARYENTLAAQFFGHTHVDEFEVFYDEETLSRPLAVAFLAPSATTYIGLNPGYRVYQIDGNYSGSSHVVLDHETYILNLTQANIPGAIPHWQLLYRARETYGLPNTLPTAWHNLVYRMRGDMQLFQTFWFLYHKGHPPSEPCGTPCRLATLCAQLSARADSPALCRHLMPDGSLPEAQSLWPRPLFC
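Human placenta-derived ASM enzyme was preincubated with compound for 10 minutes at room temperature, then given fluorogenic substrate HMU-PC0 (9 uM final) for 60 minutes at 37 °C; a pH 10 stop preceded fluorescence reading at Ex 386/Em 447 nm.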
uPA surface inh: qHTS for Inhibitors of Cell Surface uPA Generation; cell surface uPA generation assay, qHTS; Potency, µM (top dose mostly 38.3 µM), for the others: top-dose activity change, negative = inhibition, hits mostly inhibitors; 330,000 compounds, 0.31% hits; active = well fitted inhibition curve with a large enough effect; inconclusive = small, poorly fitted or top-dose-only effect; inactive = no such curve, though single readings can be large or run the other way; tested in mouse RAW 264.7 cells; note: potency is the fitted concentration of half-maximal effect; % is set by controls: 0 for no effect and ±100 for the full control effect; nearly all actives have a fitted effect of over 55% in size
USP2a inh: qHTS Assay for Inhibitors of Ubiquitin-specific Protease USP2a Using CHOP2 as the Reporter; Potency, µM (titrated, usually from 38.3 µM), for the others: at the top dose activity change, negative = inhibition, actives largely listed as inhibitors; USP2 core, Ub-CHOP2 coupled fluorogenic reporter, 485/531; 330,000 compounds, 0.01% hits; Ubiquitin carboxyl-terminal hydrolase 2 (Homo sapiens), O75604; AID 463254, 2010;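 note: potency is the fitted concentration of half-maximal effect; plate controls were DMSO wells for no effect and full inhibition by NEM control for full effect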
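Deubiquitinase activity read as fluorescence (485/531 nm) after Ub-CHOP2 cleavage activates the enterokinase reporter on its substrate; USP2 core 10nM, Ub-CHOP2 and substrate 25nM each, 30min compound preincubation then 60min RT; data normalized to NEM, curves fitted.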
BRCA1 expr act: qHTS Assay to Identify Small Molecule Activators of BRCA1 Expression. MCF7-BRCA1-FFLuc reporter, luminescence, 48 h; response scale: scaled: vehicle 0%, 10 µM genistein 100%. Potency, µM (top dose mostly 46.1 µM), inactives show at the top dose activation, actives largely listed as activators. 380,000 compounds, 1.1% hits. AID 624202, 2012; note: potency is the fitted concentration of half-maximal effect; nearly all actives have a fitted effect of over 80% in size; some results filed as inactive show a strong effect at the top dose
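Reporter cells (MCF7, BRCA1 promoter-firefly luciferase) received library compounds across a concentration series for 48 h. End-point luminescence was measured and concentration-effect curves derived after normalization.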
Active calls of the source: *; ? = inconclusive; nt = no result given; [ ] = dose if it differs, or a comment. Unless noted, calls come from the whole dose curve; as a rule, active = well fitted curve in the direction sought with a large enough effect; inconclusive = small, poorly fitted or top-dose-only effect, or another doubt; inactive = no such curve, though single readings can be large; an effect the other way counts as inactive or inconclusive.

SMILES | ELG1 genotoxic | TRPV1 agonist | PTAP TSG101 blk | Eya2 inh | p53 reactivation | B2AR arrestin | a7 integrin act | ASM inhibitor | uPA surface inh | USP2a inh | BRCA1 expr act
CCOc1cc(/C=N/Nc2nc(C)cc(=O)[nH]2)ccc1O | 3% | -2 | -2% | 22% | 9% | -0.6% | 12% | 27% | 2% | 4% | 17%
CCC(C(=O)OCC(=O)Nc1ccc(C(=O)Nc2ccc(OC)cc2)cc1)c1ccccc1 (stereo not drawn) | 9% | 28 | 0% | -11% | -6% | -1.4% | -17% | 0% | -4% | -1% | ?
c1ccc(COc2ncnc3c2ncn3CCCNCc2ccccn2)cc1 | nt | nt | -3% | nt | nt | nt | 7% | -1% | -5% | nt | 15%
O=C(CNc1cc(S(=O)(=O)N2CCCC2)ccc1OCC(F)(F)F)Nc1cc(Cl)cc(Cl)c1 | 9% | 0 | nt | 0% | 12% | -0.2% | nt | nt | nt | 0% | nt
O=C(CNC(=O)c1ccc(Cl)cc1Cl)OCc1ccccc1 | 0% | 22 | -7% | -13% | 7% | -0.3% | 2% | 2% | 5% | -2% | 4%
CCN(Cc1ccccc1)C(=O)c1ccccc1C | -2% | 5 | nt | -11% | -6% | 0.0% | -22% | 5% | -1% | 0% | -36%
CCCCN(CC)C(=O)Cn1cnc2ccc(S(=O)(=O)N3CCC(C)CC3)cc2c1=O | 1% | 2 | -2% | -18% | 0% | -0.6% | -2% | 1% | 0% | -4% | -4%
OCCC1CN(Cc2cccc3c2OCO3)CCN1C1CCCC1 (stereo not drawn) | -3% | -2 | -5% | 6% | -4% | -0.1% | 13% | 1% | 4% | 5% | -1%
O=C(Nc1cccc(Cl)c1)c1cc(-c2ccco2)on1 | 4% | 11 | 0% | -2% | 11% | -0.2% | 11% | -1% | 1% | -1% | 17%
CCCc1cc(C(=O)Nc2ccc(C(C)=O)cc2)no1 | ? | 2 | 0% | 11% | 9% | -0.3% | 3% | 1% | 2% | 0% | 67%
CC1(C)C[C@H]2C3=CCC4[C@@]5(C)CC[C@H](O[C@@H]6O[C@H](C(=O)O)[C@@H](O)[C@H](O)[C@H]6O)[C@@](C)(CO)C5CC[C@@]4(C)[C@]3(C)C[C@H](O)[C@@]2(CO)[C@@H](O)[C@@H]1O (stereo partly drawn) | -1% | nt | -8% | 22% | -1% | -0.8% | 0% | 1% | 7% | 3% | 8%
C[C@H](NC(=O)c1ccco1)C(=O)Nc1cccc([N+](=O)[O-])c1 | -2% | -1 | -1% | 6% | 2% | 0.0% | ? | -2% | nt | 2% | 0%
O=C(COc1coc(CN2CCc3ccccc32)cc1=O)Nc1ccccc1 | -6% | 0 | 2% | -10% | -6% | 0.5% | 11% | 0% | 8% | -4% | -22%
COCCN(Cc1cc2cc(C)ccc2nc1Cl)C(=O)Nc1ccccc1C | -9% | 6 | -8% | 2% | 16% | 0.1% | -1% | -2% | 2% | -2% | -29%
CC(=O)c1cccc(NC(=O)CN(C)S(=O)(=O)c2ccc3c(c2)CC(C)N3C(C)=O)c1 (stereo not drawn) | -10% | 0 | -1% | 0% | 0% | -0.4% | 0% | 3% | -7% | 1% | 0%
CC(C)CC(=O)c1c(O)c(C=O)c(O)c2c1O[C@@]1(C)[C@@H](C2)C[C@H]2C[C@@H]1C2(C)C | 0% | nt | nt | 2% | 3% | -0.1% | 19% | -10% | 12% | 0% | 4%
CCOC(=O)N1CCC(c2nc(C)sc2C(=O)O)CC1 | 1% | 0 | -3% | -4% | -7% | -0.5% | 1% | 0% | nt | 1% | 1%
Cc1nc2nc(CC(=O)O)[nH]n2c(=O)c1[N+](=O)[O-] | 0% | -4 | -1% | -3% | 1% | 0.3% | 16% | -2% | 10% | -3% | -12%
Cc1sc(NC(=S)NC(=O)C(C)(C)C)c(C(N)=O)c1C | ? | 0 | 0% | -3% | 17% | -0.2% | 18% | 0% | -18% | -1% | 64%
CCc1ccccc1S(=O)(=O)Cc1ccc(C(=O)NCc2ccc3c(c2)OCO3)o1 | -12% | 21 | 0% | -7% | -2% | 0.0% | -2% | -1% | -7% | -4% | -13%
CCNc1nc(NC(C)C)nc(SCCOc2ccc(C)cc2)n1 | -3% | -1 | -1% | -27% | 5% | 0.2% | -21% | -3% | -13% | 2% | -34%
CCC(C)(C)C1CCC(NC(=O)N2CCN(c3ccccc3O)CC2)CC1 (stereo not drawn) | 17% | ? | -1% | 9% | -4% | -0.4% | -46%[inhibitor] | -1% | nt | 0% | -12%
CC(=O)c1cccc(NC(=O)CSc2nc(=O)n(Cc3ccccn3)c3c2CCC3)c1 | -2% | 0 | -8% | 8% | 2% | -0.1% | 1% | 2% | -2% | -1% | -8%
CN(C(=O)C1CCC(=O)N(CCCN2CCCC2=O)C1)C(C1CC1)C1CC1 (stereo not drawn) | 2% | 2 | -1% | 8% | 6% | 0.4% | 44% | -1% | 3% | 1% | 9%
O=C(CSc1nncs1)Nc1ccc(Cl)cc1C(F)(F)F | 0% | 3 | -3% | -12% | 4% | 0.2% | -2% | 0% | -11% | 1% | 0%
Cc1ccc(NC(=O)c2c(Cl)nc3ccccn23)cc1 | ? | ? | -6% | 25% | 2% | 0.0% | -9% | -1% | -2% | -2% | 76%
COc1ccc(OCC(=O)Nc2ccc(NC(=O)c3ccccc3Cl)c(OC)c2)cc1 | 9% | -2 | -5% | 2% | -2% | -0.1% | -22% | -4% | 1% | 3% | 27%
COc1ccc(NC2=CC(=O)CC(c3ccccc3)C2)c(OC)c1 (stereo not drawn) | 10% | 9 | -4% | 11% | 8% | -1.0% | 12% | 3% | ? | 1% | -65%
O=C(COC(=O)/C=C/c1ccc(Cl)cc1Cl)NCCC1=CCCCC1 | 0% | 7 | -3% | -4% | 11% | -0.2% | 12% | -2% | 1% | 2% | 2%
COCCN(C(=O)CCSc1ccc(F)cc1)c1c(N)n(Cc2ccccc2)c(=O)[nH]c1=O | 1% | 1 | -2% | -3% | -1% | 0.1% | -5% | 0% | 5% | 0% | -11%
Cc1noc(/C=C/N(C)C)c1S(=O)(=O)N1CCC(C(=O)O)CC1 | -5% | -4 | -5% | -2% | -2% | -0.4% | -16% | 1% | 5% | 1% | -5%
CNC(=S)N/N=C/c1c(C)nn(-c2cccc(Cl)c2)c1Cl | 11% | -9 | -7% | -14% | 12% | -1.7% | ? | 6% | 9% | 3% | 7%
CN(Cc1ccccc1)C(=O)COC(=O)c1ccc(=O)n(Cc2ccccc2)n1 | 0% | -2 | 1% | -5% | -1% | 0.8% | 13% | nt | 2% | 1% | -1%
O=S(=O)(NCCc1ccccc1)c1cnc(Cl)c(Br)c1 | -1% | 4 | -2% | -4% | nt | -0.9% | -33% | -3% | -4% | -1% | -26%
COC(=O)c1ccc2ccn(CC(=O)NC(C)C)c2c1 | 14% | -1 | -4% | 4% | 11% | 0.5% | 8% | 5% | -2% | 1% | -53%
Cc1ccc(NCc2nc3ccccc3n2CCOc2ccccc2)cc1 | ? | 22 | 1% | -16% | ? | 5.0% | 23% | -1% | -3% | -1% | ?
CNC(=O)c1ccc(NC(=O)CCc2c(C)noc2C)cc1 | 5% | -2 | -4% | 12% | -8% | 0.1% | 8% | 4% | -13% | 0% | -2%
Cc1ccc(S(=O)(=O)NNC(=O)C(O)(c2ccccc2C)c2ccccc2C)cc1 | -1% | 3 | 0% | -2% | 0% | -0.7% | 3% | -1% | 11% | -1% | -24%
Cc1ccccc1-c1n[nH]c(=S)o1 | 1% | 2 | -7% | 15% | 2% | -0.3% | 6% | -3% | 2% | 2% | 15%
COc1cccc(C(=O)NN=C2CCCC2)c1 | 1% | -1 | -1% | 3% | 23% | 0.0% | 0% | 3% | 2% | 4% | 43%

Rows are unselected (roughly 2.6% active in at least one column).
